12-LOX inh – inhibitors of human 12S-lipoxygenase ALOX12. P18054. purified 12hLO, xylenol orange hydroperoxide absorbance. Potency, µM (highest dose often 108 µM), inactives show top-dose activity change, negative = inhibition, most hits filed as inhibitors. 580,000 compounds, 1.1% hits; active means well fitted inhibition curve with a large enough effect; inconclusive means small, poorly fitted or top-dose-only effect, or another doubt; inactive means no such curve, though single readings can be large or run the other way
Target sequence (P18054 whole entry, looked up): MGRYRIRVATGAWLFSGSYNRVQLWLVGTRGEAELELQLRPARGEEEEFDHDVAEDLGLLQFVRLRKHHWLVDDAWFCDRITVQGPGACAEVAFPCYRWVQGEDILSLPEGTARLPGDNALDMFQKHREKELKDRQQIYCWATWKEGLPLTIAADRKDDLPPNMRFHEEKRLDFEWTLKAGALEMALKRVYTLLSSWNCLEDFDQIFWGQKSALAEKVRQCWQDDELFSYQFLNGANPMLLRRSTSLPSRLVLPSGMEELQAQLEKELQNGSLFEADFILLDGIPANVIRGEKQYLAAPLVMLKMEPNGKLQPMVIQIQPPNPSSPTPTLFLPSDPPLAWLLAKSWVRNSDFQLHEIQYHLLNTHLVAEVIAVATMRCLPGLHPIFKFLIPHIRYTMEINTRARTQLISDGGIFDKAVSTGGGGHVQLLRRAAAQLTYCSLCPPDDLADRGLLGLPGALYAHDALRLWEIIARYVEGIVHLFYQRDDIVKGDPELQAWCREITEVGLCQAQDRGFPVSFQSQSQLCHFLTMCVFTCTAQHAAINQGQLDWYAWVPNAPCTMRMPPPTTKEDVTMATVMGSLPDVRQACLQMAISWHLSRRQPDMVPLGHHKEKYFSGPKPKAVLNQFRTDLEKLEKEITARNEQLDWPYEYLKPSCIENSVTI
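Hydroperoxide product was detected by ferrous iron/xylenol orange as the 573 to 405 nm absorbance ratio. Arachidonic acid at 40 uM (final) was turned over for 30 min at room temperature by 150 nM human 12hLO, pH 7.0 Hepes buffer, after 15 min compound preincubation.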
* = called active by the depositor; ? = inconclusive; [ ] = dose if it differs, or a comment. On the % scale 0 is the no-effect control and ±100 the full control effect; potency means the concentration at half of the fitted maximal effect. The list is partial; the hit share may differ from the screen's.

12-LOX inh | molecule
0% | Cc1ccc(NC(=O)Nc2cc3c(cc2Oc2ccccc2)n(C)c(=O)n3C)cc1F
33% | COCCOCC(=O)N1CCC2(CC1)c1[nH]c3ccc(OC)cc3c1CCN2C
11%[176 µM] | O=C(N[C@H]1CCN2C(=O)c3ccccc3NC(=O)[C@@H]2C1)C1CCCC1
49%[activator] | COc1ccc(OC)c(S(=O)(=O)N2CCOCCNC(=O)[C@@H]3CCC[C@@H]32)c1
-6% | Nc1ccc(C(=O)Nc2ccc(Nc3ccncc3)cc2)c([N+](=O)[O-])c1
-1% | COc1ccc(S(=O)(=O)NC(=O)C2(C)CCN2C(=O)CCc2ccc(Cl)cc2Cl)cc1 (stereo not given)
-2% | Cc1nc2ccccc2nc1SCC(=O)N1CCCCC1
-1%[176 µM] | O=C(c1ccno1)N1C[C@@H]2OCC(=O)N(CC3CC3)[C@@H]2C1
-16% | Cc1ccccc1NC(=O)COc1ncnc2ccccc12
6%[176 µM] | COc1ccc(CC(=O)NC[C@@H]2CC[C@H]3C[C@@H]2C3(C)C)cc1
26% | CS(=O)(=O)N1CCC(C2CCN(C(=O)Cc3ccc(F)cc3)C2)CC1 (stereo not given)
? | Cc1cc2c(cc1C)-n1nnnc1C(N1CCN(c3ccccc3F)CC1)C(=O)N2 (stereo not given)
0%[6.33 µM] | COc1ccccc1-c1nnc2n1C(C(=O)NCc1ccc(F)cc1)CC2 (stereo not given)
-15% | COc1ccc(CCC(=O)O)cc1Br
23%[176 µM] | Clc1ccc(CN2CCC[C@H]2c2nc(-c3ccc(N4CCOCC4)nc3)no2)cc1
-8% | CC(CCc1ccccc1)NC(=O)C(C)O (stereo not given)
-3% | CCOc1cc(/C=C2\NC(=O)NC2=O)ccc1OCc1ccc(Cl)cc1Cl
11% | CC(Oc1cccc(Cl)c1)C(=O)NN (stereo not given)
? | Cc1cccc(C)c1NC(=O)Cn1cnc2c1c(=O)n(C)c(=O)n2C
0% | CC(=O)NCCNc1nc2cc(-c3ccsc3)sc2c(=O)n1C
1% | CCOc1ccc(NC(=O)c2ccc3c(c2)S(=O)(=O)N=C(C)N3CC(C)C)cc1
42% | Cc1nc(-c2cnccn2)n(CC(=O)Nc2ccc(F)cc2)c(=O)c1C
-1% | CCc1nc2c(OCc3ccccc3)cccn2c1N(C)C(=O)Nc1ccccc1OC
9% | Cc1cn([C@H]2C[C@H](O)[C@@H](CNC(=O)[C@H](N)Cc3cscn3)O2)c(=O)[nH]c1=O
? | Cc1cccc(Cn2c(-c3ccc(Cl)cc3)nc(C)c(CCO)c2=O)c1

Some values from the results shown:
COc1ccc(OC)c(S(=O)(=O)N2CCOCCNC(=O)[C@@H]3CCC[C@@H]32)c1 in 12-LOX inh shows 49%[activator]
CC(CCc1ccccc1)NC(=O)C(C)O (stereo not given) in 12-LOX inh shows -8%
Cc1nc(-c2cnccn2)n(CC(=O)Nc2ccc(F)cc2)c(=O)c1C in 12-LOX inh shows 42%

(listing goes on)
12-LOX inh | molecule
1% | COC(=O)C1CCN(C(=O)COC(=O)c2cc3ccccc3[nH]2)CC1
16%[6.33 µM] | O=C(c1ccccc1)N1CCn2c(nn(-c3ccc(Cl)cc3)c2=O)C1
34%[activator] | CCS(=O)(=O)N(C1CC1)C1CCOC2(CCN(C(=O)NCCc3ccccc3)CC2)C1 (stereo not given)
5% | CC(C)c1ccc(OCc2nc3c(n2Cc2ccccc2)C(=O)N(CC2CC2)CCN3)cc1
21% | O=C(CCn1ccn2nc3c(c2c1=O)CCCC3)Nc1ccccc1F
-6% | CC(Sc1ccc2ccccc2n1)C(=O)Nc1sccc1C(N)=O (stereo not given)
51%[activator] | COCCN1C(=O)c2ccccc2C(C(=O)NCc2ccco2)C12CCCC2 (stereo not given)
-5% | COc1cc(SC)ccc1C(=O)N[C@H]1CCN2C(=O)N(c3ccc(OC(F)(F)F)cc3)C(=O)[C@@H]2C1
27% | Cc1cc(C)nc(NC(=O)Nc2cccc(Cl)c2C)c1
29% | Cc1ccc(OCC(=O)N2CC(c3noc(COc4ccccc4)n3)C2)cc1
-52%[176 µM] | O=C(NC1CC1)c1ccc2nccn2c1
17% | Cc1[nH]c2c(F)cccc2c1CC(=O)NCCN1Cc2ccccc2OC(C)C1 (stereo not given)
30% | COC[C@@H]1CN(Cc2cccnc2)C[C@H]1c1nc(C)no1
0% | CCc1nc2ccc(C(=O)NCCCN(C)C)cn2c1N(C)CCCc1ccccc1
35%[activator] | c1ccc2c(N3CCCCCC3)nc(CN3CCCCC3c3nccs3)nc2c1 (stereo not given)
? | Cc1cc(C)n2c(NC3CCCC3)c(-c3cccnc3)nc2n1
49%[activator] | COc1cc(/C=C(\C#N)c2nc3ccccc3o2)cc(OC)c1OC
33%[activator] | O=C([C@@H]1C[C@H](F)CN1S(=O)(=O)Cc1ccccc1Cl)N1CCc2ccccc2C1
17% | O=C(NN=C(/C=C/c1ccccc1)/C=C/c1ccccc1)C(c1ccccc1)c1ccccc1
-12% | CCOC(=O)N(C)C[C@H]1OCc2cnnn2CCCC(=O)N([C@@H](C)CO)C[C@H]1C
10%[176 µM] | O=C(Nc1ccc(OC(F)(F)F)cc1)N1CCOC[C@H](Oc2ccccc2)C1
30% | O=C(Cn1nc2n(c1=O)CCCC2)NCCc1ccc(Cl)cc1
45%[activator] | Cc1cccc(NC(=O)N2CCC(CCN)CC2)c1
18%[176 µM] | COC[C@H]1C[C@@H](NCc2cccc(C(F)(F)F)c2)[C@H](O)[C@@H]1O
5% | COc1ccc(S(=O)(=O)Nc2ccc(C)n(CC(=O)NC(C)C)c2=O)cc1
7% | O=C(CCc1nc(Cc2ccccc2)no1)N1CCSCC1
? | CCN(CC)S(=O)(=O)N1CC=C(c2c[nH]c3cccc(C)c23)CC1
-1% | O=C(c1ccccc1)N1CCN(C(=O)c2n[nH]c(=O)c3ccccc23)CC1
32%[activator] | COc1ccc(OC2CCN(C(C)=O)CC2)c(C(=O)N(C)Cc2ccc3nccnc3c2)c1
18% | CCc1ccc(C(=O)COC(=O)Cc2ccc(-c3ccccc3)cc2)cc1
? | CC(C)(C)C1CCC2(CC1)NC(=O)N(CC(=O)N1CCN(c3ccc(F)cc3)CC1)C2=O (stereo not given)
10% | CCCNC(=O)c1cc(C2CCCCN2C(=O)c2ccc(C(C)C)cc2)on1 (stereo not given)
-10% | Cc1ccc(NC(=C(C#N)C#N)c2ccccc2)cc1
48%[activator][176 µM] | COc1ncccc1-c1cc(-c2cccnc2)c2cncn2c1
41% | Cc1nc(C2CCCN(C(=O)COC(C)C)C2)cc(N2CCOCC2)n1 (stereo not given)
-18% | C[C@H]1CN([C@@H](C)CO)C(=O)CCCn2cc(nn2)CO[C@@H]1CN(C)C(=O)c1ccccc1
1%[176 µM] | O=C1NC2(CCN(C(=O)c3ccc(F)cc3)C2)Oc2ccccc21 (stereo not given)
5% | CC(C)(C(=O)N1CCN(Cc2ccccc2)CC(O)C1)c1ccccc1 (stereo not given)
34%[activator] | CC(C)CNC(=O)NC(=O)COC(=O)c1ccc2c(=O)n3c(nc2c1)CCCCCC3
8%[12.5 µM] | CC(O)C1CN(C(=O)OC(C)(C)C)CCN1 (stereo not given)
45%[activator] | COc1cccc(C(=O)N2CCC(N3C[C@H](O)C[C@H]3C(=O)Nc3ccccc3OC)CC2)c1
-2%[6.33 µM] | O=C(O)C1=NOC2CN([S+](=O)([O-])CCC(F)(F)F)CC12 (stereo not given)
45%[activator] | O=C(CCC1CCCN(Cc2cc3c(cc2Cl)OCO3)C1)Nc1ccccc1F (stereo not given)
1% | Cc1ccc2[nH]c(C(=O)NCc3ccccc3C)cc2c1
29% | COc1ccc(Cl)cc1C(C(=O)O)N1CCN(c2ncccc2C)CC1 (stereo not given)
-27%[176 µM] | CCOCCN1C(=O)COC[C@@H]1[C@H](O)c1ccc(NC(=O)c2ccc(F)cc2)cc1
-9% | Cc1nn(-c2ccccc2)c(C)c1CN(C)S(=O)(=O)c1ccc(Cl)cc1F
26% | COc1ccc(CN2C[C@@H]3[C@H](C2)N(CC2CCOCC2)C(=O)C(C)(C)[S+]3(=O)[O-])cc1O
107%[activator][176 µM] | c1cc(-c2noc([C@@H]3Cc4nc[nH]c4CN3CC3CCCCC3)n2)ccn1
-22% | CC(C)C(=O)N(C)Cc1cc(=O)[nH]c2ccccc12

Compounds above that have a COOH group:
12-LOX inh | molecule
-15% | COc1ccc(CCC(=O)O)cc1Br
-2%[6.33 µM] | O=C(O)C1=NOC2CN([S+](=O)([O-])CCC(F)(F)F)CC12 (stereo not given)
29% | COc1ccc(Cl)cc1C(C(=O)O)N1CCN(c2ncccc2C)CC1 (stereo not given)

Ordered by the number under 12-LOX inh (falling): three from the list above
12-LOX inh | molecule
26% | COc1ccc(CN2C[C@@H]3[C@H](C2)N(CC2CCOCC2)C(=O)C(C)(C)[S+]3(=O)[O-])cc1O
5% | CC(C)c1ccc(OCc2nc3c(n2Cc2ccccc2)C(=O)N(CC2CC2)CCN3)cc1
-6% | Nc1ccc(C(=O)Nc2ccc(Nc3ccncc3)cc2)c([N+](=O)[O-])c1

More structures follow:
12-LOX inh | molecule
2µM* | C/C(=N/Nc1ccc2ccccc2c1)c1ccccc1
-4% | Cc1ccc(Cl)cc1-c1cc(C(=O)NCC2CCCCC2)[nH]n1
0% | N#C/C(=C/C=C/c1ccccc1)C(=O)NC1CC1
-17% | O=C(Nc1nn(Cc2c(Cl)cccc2Cl)cc1Cl)c1nc2ncccn2n1
11% | O=C(CC1COCCN1C(=O)c1cc(F)ccc1F)NCc1cccnc1 (stereo not given)
-11% | Cc1cc(SCC(=O)NN2C(=O)NC3(CCCCC3)C2=O)nc2c(C)cccc12
-26% | COC(=O)CN1CCN(c2nc3c(c(=O)[nH]c(=O)n3C)n2Cc2cccc3ccccc23)CC1
0% | CC(CCN1CCC(C(O)(c2ccccc2)c2ccccc2)CC1)Oc1cccc(C(F)(F)F)c1 (stereo not given)
2% | COC(=O)c1ccc2nc(C[C@@H]3C[C@@H](C(C)C)[C@H](CNC(=O)CCC(=O)O)C=C3C)[nH]c2c1
48%[activator] | O=C(Nc1ccc2c(c1)OCCO2)C1CN(S(=O)(=O)C2CC2)CC12CCCCC2 (stereo not given)
53%[activator] | CCCCNC(=O)[C@H]1CCC[C@H]1NC(=O)c1ccc(OC)nc1
147%[activator] | CN(CCc1ccccn1)C(=O)CCC[C@@H]1[C@H]2CCCN3CCC[C@@H](CN1C(=O)c1ccccc1)[C@@H]23
? | FC(F)(F)c1ccccc1Cc1c(-c2cccc(Cl)c2)nc2ccc(Br)cn12
30% | CN(CCO)c1nc2c(c(=O)[nH]c(=O)n2C)n1Cc1ccccc1Cl
-6% | CCN(CC)C(=O)c1cccc(-c2csc(C(C)(NC(C)=O)c3ccccc3)n2)c1 (stereo not given)
-1% | CC(C)c1ccc(CC(=O)N2CCC2(C)C(=O)NS(=O)(=O)c2ccc(Cl)s2)cc1 (stereo not given)
? | N#Cc1ccc(CN2CCN(C(=O)c3ccc(Cn4nnc5ccccc54)cc3)CC2)cc1
-5% | COC(=O)CC(NC(=O)Nc1cccn2nc(C)nc12)c1ccccc1 (stereo not given)
45% | O=C(Nc1cccc(Cl)c1)C1Sc2nnc(-c3ccccc3)n2NC12CCCCC2 (stereo not given)
? | Cc1ccc(C)c(-n2nnnc2SCC(=O)Nc2ccc3nccnc3c2)c1
? | CCn1c(C)cc(C(=O)COC(=O)c2c(C)nn(Cc3ccc(C)cc3)c2Cl)c1C

Five structures from above, arranged by length of the SMILES, rising:
12-LOX inh | molecule
0% | N#C/C(=C/C=C/c1ccccc1)C(=O)NC1CC1
-17% | O=C(Nc1nn(Cc2c(Cl)cccc2Cl)cc1Cl)c1nc2ncccn2n1
45% | O=C(Nc1cccc(Cl)c1)C1Sc2nnc(-c3ccccc3)n2NC12CCCCC2 (stereo not given)
2% | COC(=O)c1ccc2nc(C[C@@H]3C[C@@H](C(C)C)[C@H](CNC(=O)CCC(=O)O)C=C3C)[nH]c2c1
147%[activator] | CN(CCc1ccccn1)C(=O)CCC[C@@H]1[C@H]2CCCN3CCC[C@@H](CN1C(=O)c1ccccc1)[C@@H]23
